Assay outcomes: PubChem, Broad Institute
ARNT TACC3 PPI = disrupts binding between human ARNT and TACC3 | AlphaScreen His-ARNT PAS-B/GST-TACC3 binding, luminescence; TACC3 fragment carries E629A point mutation | inhibition, % at 9.99 µM | actives 0.66% (n = 390,000);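 active = mean inhibition of replicates at least 50% and at least half of replicates each reaching 50%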;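 note: 0% = complete ARNT plus TACC3 wells and 100% = ARNT alone without TACC3; many hits fall short of the cut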
The depositor's hits bear a star.

The opening 29 compounds (preview)
SMILES	ARNT TACC3 PPI
COc1ccc(S(=O)(=O)N(CCCN2CCCC2=O)Cc2cc3c(C)ccc(C)c3[nH]c2=O)cc1	-3
Cc1cccc(NC(=O)CO/N=C/c2ccc3c(c2)OCO3)c1	-1
O=C(CSc1nnc(-c2ccco2)n1Cc1ccccc1)c1ccc(F)cc1	-6
Cc1ccc(-c2cc(C(=O)OCC(=O)Nc3ncc(C(F)(F)F)cc3Cl)c3ccccc3n2)cc1	-4
O=C(CNS(=O)(=O)c1ccc(Cl)cc1)OCC(=O)N1CCCc2ccccc21	-13
C/C(CC(=O)Nc1ccccc1-c1ccccc1)=N\NC(=O)COc1ccc(C)cc1Br	-7
CC(C)C(=O)Nc1ccc(N2CCCC2)cc1	-23
S=C(Nc1ccc(Oc2ccc(NC(=S)NC3CCCCC3)cc2)cc1)NC1CCCCC1	-8
CCOc1ccc2c(c1)s/c(=N\S(=O)(=O)c1ccc(OC)cc1)n2C(F)F	-6
Cc1cccc(NC(=O)c2ccc(OCC3CCCO3)cc2)c1C (centres undefined)	-5
Cc1ccc(Cn2c(=S)[nH]c3ccc(N4CCOCC4)cc3c2=O)o1	8
O=C(NNC(=O)c1sccc1-n1cccc1)c1ccc(Cl)cc1	-25
CC1(C)COC(c2coc3ccccc3c2=O)OC1	-3
O=P(Cc1ccccc1)(c1ccccc1)c1ccccc1	-6
Cc1csc(Nc2ccccc2C(F)(F)F)n1	0
COC(=O)c1ccc(NC(=S)NCCc2ccccc2C)cc1	3
CC1=C(C(=O)N2CCOCC2)C(c2ccc(O)cc2)NC(=S)N1 (centres undefined)	-1
O=C(O)CCc1nn2cnc3sc4c(c3c2nc1=O)CCCC4	1
COC(=O)c1ccc(/C=C/c2ccc3cccc(OC(C)=O)c3n2)cc1	6
COc1ccc(C(C#N)Nc2ccccc2OC)cc1 (centres undefined)	-1
COc1ccccc1/C=C/C=N/NC(=O)CN1CCN(S(=O)(=O)c2ccc(C)cc2)CC1	-1
O=C(Cn1ccn(-c2ccc(F)c(Cl)c2)c(=O)c1=O)NCCc1ccccc1	0
Cc1ccc(Nc2nc(N3CCOCC3)c3ccccc3n2)cc1	-7
CC1(C)Cc2ccccc2C(N/N=C/c2ccc(Cl)cc2)=N1	22
CCNS(=O)(=O)c1ccc2c(c1)NCC2	-4
O=C(NCc1ccc2c(c1)OCO2)C1CCCN(S(=O)(=O)c2cccc3nonc23)C1 (centres undefined)	-2
CCN(C(=O)/C=C/c1ccc2c(c1)OCO2)c1ccccc1	-11
COc1nnc(-c2ccc(C(=O)N3C[C@@H]4C[C@H](C3)c3cccc(=O)n3C4)cc2)c2ccccc12	-1
COc1cc2c(cc1NC(=O)COC(=O)[C@@H](NS(=O)(=O)c1ccccc1)C(C)C)oc1ccccc12	-6

This part in full, previewed entries included:
SMILES	ARNT TACC3 PPI
COc1ccc(S(=O)(=O)N(CCCN2CCCC2=O)Cc2cc3c(C)ccc(C)c3[nH]c2=O)cc1	-3
Cc1cccc(NC(=O)CO/N=C/c2ccc3c(c2)OCO3)c1	-1
O=C(CSc1nnc(-c2ccco2)n1Cc1ccccc1)c1ccc(F)cc1	-6
Cc1ccc(-c2cc(C(=O)OCC(=O)Nc3ncc(C(F)(F)F)cc3Cl)c3ccccc3n2)cc1	-4
O=C(CNS(=O)(=O)c1ccc(Cl)cc1)OCC(=O)N1CCCc2ccccc21	-13
C/C(CC(=O)Nc1ccccc1-c1ccccc1)=N\NC(=O)COc1ccc(C)cc1Br	-7
CC(C)C(=O)Nc1ccc(N2CCCC2)cc1	-23
S=C(Nc1ccc(Oc2ccc(NC(=S)NC3CCCCC3)cc2)cc1)NC1CCCCC1	-8
CCOc1ccc2c(c1)s/c(=N\S(=O)(=O)c1ccc(OC)cc1)n2C(F)F	-6
Cc1cccc(NC(=O)c2ccc(OCC3CCCO3)cc2)c1C (centres undefined)	-5
Cc1ccc(Cn2c(=S)[nH]c3ccc(N4CCOCC4)cc3c2=O)o1	8
O=C(NNC(=O)c1sccc1-n1cccc1)c1ccc(Cl)cc1	-25
CC1(C)COC(c2coc3ccccc3c2=O)OC1	-3
O=P(Cc1ccccc1)(c1ccccc1)c1ccccc1	-6
Cc1csc(Nc2ccccc2C(F)(F)F)n1	0
COC(=O)c1ccc(NC(=S)NCCc2ccccc2C)cc1	3
CC1=C(C(=O)N2CCOCC2)C(c2ccc(O)cc2)NC(=S)N1 (centres undefined)	-1
O=C(O)CCc1nn2cnc3sc4c(c3c2nc1=O)CCCC4	1
COC(=O)c1ccc(/C=C/c2ccc3cccc(OC(C)=O)c3n2)cc1	6
COc1ccc(C(C#N)Nc2ccccc2OC)cc1 (centres undefined)	-1
COc1ccccc1/C=C/C=N/NC(=O)CN1CCN(S(=O)(=O)c2ccc(C)cc2)CC1	-1
O=C(Cn1ccn(-c2ccc(F)c(Cl)c2)c(=O)c1=O)NCCc1ccccc1	0
Cc1ccc(Nc2nc(N3CCOCC3)c3ccccc3n2)cc1	-7
CC1(C)Cc2ccccc2C(N/N=C/c2ccc(Cl)cc2)=N1	22
CCNS(=O)(=O)c1ccc2c(c1)NCC2	-4
The results go on.
SMILES	ARNT TACC3 PPI
O=C(NCc1ccc2c(c1)OCO2)C1CCCN(S(=O)(=O)c2cccc3nonc23)C1 (centres undefined)	-2
CCN(C(=O)/C=C/c1ccc2c(c1)OCO2)c1ccccc1	-11
COc1nnc(-c2ccc(C(=O)N3C[C@@H]4C[C@H](C3)c3cccc(=O)n3C4)cc2)c2ccccc12	-1
COc1cc2c(cc1NC(=O)COC(=O)[C@@H](NS(=O)(=O)c1ccccc1)C(C)C)oc1ccccc12	-6
COc1ccc(S(=O)(=O)N2CCOC2CNC(=O)C(=O)NCCc2ccc(OC)c(OC)c2)cc1C (centres undefined)	-4
CCOC(=O)c1c(C)c(C(=O)N2CCc3ccccc3C2)c(C)n1CC	4
N#Cc1cc(C(=O)c2cc(Cl)ccc2O)cn(-c2ccccc2)c1=O	0
CCOc1ccccc1N(CC(=O)N/N=C/c1cc(Br)ccc1OC)S(C)(=O)=O	5
N#CC(c1cccc(Cl)c1)c1ccc2c(C(F)(F)F)cc(C(F)(F)F)nc2n1 (centres undefined)	37
Cc1nc2cc(NC(=O)N(C)c3ccc4ccccc4c3)ccc2o1	-1
CCOc1ccc(Cl)cc1CN1CCOCC1	-10
O=C(Nc1ccccc1)c1ccc(Nc2c([N+](=O)[O-])cc([N+](=O)[O-])c3ccccc23)cc1	1
COc1ccc(CNCCC(c2ccc(F)cc2)c2ccc(OC)cc2)cc1 (centres undefined)	-2
Cc1cc(Br)c2[nH]c3c(c2c1)CCCC3=O	-6
CC(C)(C)n1nnnc1C(c1ccc(C(F)(F)F)cc1)N(Cc1ccccc1)Cc1ccco1 (centres undefined)	-15
Cc1ccc(Nc2nc(N)nc(CN3CCN(C(=O)c4ccco4)CC3)n2)cc1Cl	4
Cc1cc(NS(=O)(=O)c2ccc(Nc3nc(-c4ccc(C)c(C)c4)cs3)cc2)no1	3
COc1ccc(C(C)=O)cc1CSc1nnc(Nc2ccccc2C)s1	-8
CC(C(=O)O)N1C(=O)/C(=C/c2cccn2C)SC1=S (centres undefined)	5
COc1cc(N=C2C(=O)N3CCCc4cccc2c43)cc(OC)c1	-7
C[N+]1(CCC(=O)c2ccccc2)CCCCC1	0
Cc1cc(C(=O)NCc2cccs2)ccc1[N+](=O)[O-]	-5
O=C(CSC1=NCCS1)N1CCN(c2ccccc2)CC1	12
O=C(NCc1cccnc1)C(=O)NCC(c1ccco1)N1CCN(c2ccccc2F)CC1 (centres undefined)	-1
O=Cc1cc2ccccc2nc1SCc1ccc(Cl)c(Cl)c1	-8
Other records.
SMILES	ARNT TACC3 PPI
NC(=O)c1cc2ccccc2o/c1=N\NC(=O)c1ccco1	10
COc1ccccc1N1CCN(C(=O)/C=C/c2ccco2)CC1	-2
COc1ccc(C2/C(=C(/O)c3ccc(Cl)cc3)C(=O)C(=O)N2CCN2CCOCC2)c(OC)c1 (centres undefined)	3
NC1=NC(=Nc2cccc(Cl)c2)c2ccccc21	-7
Cc1nccn1S(=O)(=O)c1cc([N+](=O)[O-])ccc1Cl	29
COc1ccc(CN2C(=O)CC(Cc3ccc(C)cc3)C2=O)cc1OC (centres undefined)	-4
Cc1ccc(NC(=O)Nc2cccs2)c(Cl)c1	0
O=C(Nc1cccc(Cl)c1)N1CCN(C/C=C/c2ccccc2)CC1	10
O=C(Cc1ccc2c(c1)OCCO2)N1CCN(S(=O)(=O)c2cccc(C(F)(F)F)c2)CC1	-20
O=C(N/N=C1/CCSC1)c1cccc([N+](=O)[O-])c1	4
COc1ccccc1OCCC(=O)OCC(=O)Nc1cccc(Br)c1	-1
CNCC(O)COc1ccccc1 (centres undefined)	-3
CO/N=C/NC(=O)C1=NOC(CNc2ncc(C(F)(F)F)cc2Cl)C1 (centres undefined)	-10
CC(/C=N/NC(=O)CSc1nc2ccccc2n1C)=C\c1ccco1	1
CNC(=O)CSc1nnc(-c2cccnc2)n1CCc1ccccc1	-9
O=c1c(-c2ccccc2)c(O)c2c(n1-c1ccccc1)CCCC2	-26
Cc1cc(C)c(S(=O)(=O)N2CCCOC2CNC(=O)C(=O)NCCC2=CCCCC2)c(C)c1 (centres undefined)	19
COc1ccc(-c2cc(C(F)F)n3ncc(C(=O)n4ccnc4C)c3n2)cc1	-5
COC(=O)c1ccc(Oc2ccc(C(C)(C)C)cc2)c([N+](=O)[O-])c1	6
COC(=O)c1ccc(CSc2nc3ccc(S(=O)(=O)N4CCOCC4)cc3[nH]2)cc1	-6
COc1ccccc1CNC(=O)Cc1ccc(Br)cc1	30
CCC(Cc1ccccc1)NC(=O)CCn1cccc1 (centres undefined)	-2
COc1ccc(-c2c(-c3ccc(OCC(=O)NN)cc3O)n[nH]c2C(F)(F)F)cc1	-1
O=C(NCC1CCCO1)C(c1ccc(F)cc1)N(Cc1ccc(F)cc1)C(=O)Cn1nnc(-c2cccs2)n1 (centres undefined)	1
Nc1c(C(=O)NC2CCCC2)c2nc3ccccc3nc2n1/N=C/c1ccco1	-7
Later entries:
SMILES	ARNT TACC3 PPI
O=C(/C=C/c1ccccc1Cl)c1ccccc(=O)c1O	1
O=C(Nc1ccc(Cl)cc1F)c1ccccc1Br	-2
COC(=O)c1c(C)[nH]c(C(=O)/C=C/c2cccc(Cl)c2)c1C	-6
N#CCSc1nnc(-c2sc3ccccc3c2Cl)o1	-7
Cc1c(Cl)cccc1NC(=S)NC1CC1	-1
O=C(O)CNC(=O)CC1S/C(=N/N=C2/NC(=O)CS2)NC1=O (centres undefined)	58*
CC(C)COC(=O)/C(C#N)=C/c1c[nH]c2ccccc12	-6
Cc1ccc(NC(=O)CCn2c(=O)oc3ccccc32)c(C)c1	4
O=C(Nc1cccnc1)c1ccc(S(=O)(=O)N2CCCCCC2)cc1	0
O=C(CNS(=O)(=O)c1ccccc1)NCC(=O)OCc1ccccc1F	0
O=C1c2ccccc2C(=O)N1n1cccc1	-7
Cc1ccc(C)c(NC(=O)CSc2nnc(C)c(=O)n2N)c1	7
Cn1c(Cn2nnc3ccccc32)nnc1SCC(=O)c1ccccc1F	-3
COc1cccc(Sc2cc(N3CCOCC3)nc(-c3ccccc3)n2)c1	-6
CCOC(=O)c1c(NC(=O)CN2CCCc3ccccc32)sc(C(C)=O)c1C	-4
Nn1c(Cc2cccc3ccccc23)nnc1SCn1nnc2ccccc2c1=O	8
Brc1cccc(-c2n[nH]c(-c3ccccc3)n2)c1	-7
O=C(OCC(=O)N1CCc2ccccc21)c1c2c(nc3ccccc13)CCCCC2	-10
N=c1c2c3c(sc2ncn1Cc1ccco1)CCCCC3	-2
COc1cccc(C2=NC(C)(C)NC(c3ccccc3O)C2)c1 (centres undefined)	-24
CC(=O)c1cc(C#N)c(SCc2ccccc2)nc1C	-6
CC(=O)N(Cc1cc2cc(C)c(C)cc2n2nnnc12)CC1COCCO1 (centres undefined)	-15
COc1cccc(OCC(=O)NNC(=O)c2cnccn2)c1	11
N#C/C(=C(/O)Cc1cccc2ccccc12)c1nc2ccccc2s1	15
COC(=O)c1ccc(N2C(=O)CC(N3CCC(O)(c4ccc(Br)cc4)CC3)C2=O)cc1 (centres undefined)	4
Further compounds follow.
SMILES	ARNT TACC3 PPI
COCCn1c(-c2ccc(OC(F)(F)C(F)C(F)(F)F)cc2)nc2c1c(=O)[nH]c(=O)n2CC(C)C (centres undefined)	5
Cc1cc(C)nc(SCc2csc(-c3ccccc3)n2)n1	-9
CC(=O)NC(=S)Nc1ccccc1N1CCCCC1	-7
CCOc1ccc(CCNC(=O)C2=C(C)C(=O)OC23CCC(C)CC3)cc1OCC (centres undefined)	22
CC(C)c1ccc(C(CC(=O)c2ccc(Cl)cc2)C(=O)O)cc1 (centres undefined)	3
COc1ccc(NC(=O)c2[nH]c(C)c(C(C)=O)c2C)cc1S(=O)(=O)N1CCOCC1	-1
COc1ccc(NS(=O)(=O)c2cc(NC(=O)/C=C/c3cc(OC)ccc3OC)ccc2N2CCCCC2)cc1	-4
O=C(Nc1ccc(Cl)cc1)N(Cc1cccnc1)Cc1ccco1	-2

4 entries from above, sorted by the number in ARNT TACC3 PPI, smallest number first:
SMILES	ARNT TACC3 PPI
CC(=O)NC(=S)Nc1ccccc1N1CCCCC1	-7
CC(C)c1ccc(C(CC(=O)c2ccc(Cl)cc2)C(=O)O)cc1 (centres undefined)	3
COCCn1c(-c2ccc(OC(F)(F)C(F)C(F)(F)F)cc2)nc2c1c(=O)[nH]c(=O)n2CC(C)C (centres undefined)	5
CCOc1ccc(CCNC(=O)C2=C(C)C(=O)OC23CCC(C)CC3)cc1OCC (centres undefined)	22

Not all compounds are listed. The share of hits here may be higher or lower than overall.
